# D3 antag: D3 dopamine receptor (human) antagonism | max response, negative = inhibition, % | D3R cells, DiscoveRx beta-arrestin luminescence, antagonist mode; active compounds read low | AID 652054 | 360,000 compounds, 2.5% hits | P35462; in the data active means max response below about -50%; inconclusive means no clear call, values can overlap the other calls; further: on the % scale 0 is the no-effect control and ±100 the full control effect; mostly tested at two doses, the higher about 12 µM
#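 Cells expressing the human receptor were seeded at 1500 cells/well, incubated overnight at 37 degrees C in 5% CO2, then exposed to library compounds with dopamine controls for 90 minutes at 37 degrees C before luminescent detection.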
# GLP-1R inv ag: inverse agonists of human GLP-1 receptor; P43220; HEK293 GLP-1R CRE-luciferase, luminescence, 24 h; GLP-1R form is constitutively active; Potency, µM (top dose mostly 38.3 µM), without a hit: at the top dose activity change, negative = inhibition, most hits filed as inhibitors; 410,000 compounds, 1.6% hits; AID 624417; further: potency means the concentration at half of the fitted maximal effect; on the % scale 0 is the no-effect control and ±100 the full control effect; nearly all actives have a fitted effect of over 55% in size
# Target sequence (P43220 whole entry, looked up): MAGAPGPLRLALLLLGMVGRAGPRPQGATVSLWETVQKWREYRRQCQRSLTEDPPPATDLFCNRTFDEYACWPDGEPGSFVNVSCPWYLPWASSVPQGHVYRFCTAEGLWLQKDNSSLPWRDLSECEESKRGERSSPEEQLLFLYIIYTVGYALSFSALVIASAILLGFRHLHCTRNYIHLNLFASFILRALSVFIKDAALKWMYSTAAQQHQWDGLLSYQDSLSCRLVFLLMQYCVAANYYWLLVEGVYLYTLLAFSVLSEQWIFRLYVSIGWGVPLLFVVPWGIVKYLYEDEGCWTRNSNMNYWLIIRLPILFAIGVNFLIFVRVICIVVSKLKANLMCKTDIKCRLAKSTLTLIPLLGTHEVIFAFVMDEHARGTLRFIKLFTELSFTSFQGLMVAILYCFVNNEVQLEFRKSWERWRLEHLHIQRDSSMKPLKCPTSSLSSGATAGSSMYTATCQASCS
#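 Inverse agonists were sought by their lowering of basal cAMP reporter luciferase output in HEK293 cells stably carrying constitutively active human GLP-1R, after 24 h compound treatment.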
# TDP43 rescue: inhibitors of TDP-43 toxicity in yeast | Potency, µM (doses to about 46.1 µM), without a hit: top-dose growth rescue (activation), actives largely listed as activators | TDP-43 expressing yeast growth rescue, BacTiter-Glo, 24 h | AID 652104 | 410,000 compounds, 1.8% hits; further: potency means the concentration at half of the fitted maximal effect; % of control where 0% means no effect; nearly all actives have a fitted effect of over 50% in size
#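 Luminescence from BacTiter-Glo reports growth of TDP-43-expressing yeast after 24 hr at 30 deg C with compound. Cells were raffinose-pregrown to mid-log, then seeded in galactose medium at OD600=0.02.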
# DRD3 agonist: agonists of human D3 dopamine receptor; D3R DiscoveRx beta-arrestin cells, luminescence, 90 min; P35462; 410,000 compounds, 0.58% hits; max activation, %; in the data active means max activation above about 30%; further: 0% is about no effect; mostly tested at two doses, the higher about 12 µM
#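 Agonist-mode cell screen: cells plated at 1500/well and incubated overnight at 37 °C, then exposed to library compounds for 90 min at 37 °C. Detection reagent was added for 30–60 min at room temperature, and luminescence was read.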
# aSyn rescue: inhibitors of alpha-synuclein toxicity in yeast | AID 652106 | 370,000 compounds, 0.14% hits | Potency, µM (series often up to 46.1 µM), without a hit: at the highest dose growth rescue (activation), most hits filed as activators | Yeast expressing alpha-synuclein, growth rescue, BacTiter-Glo, 24 h; further: potency means the concentration at half of the fitted maximal effect; % of control where 0% means no effect; nearly all actives have a fitted effect of over 65% in size
#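 Screening used galactose-induced yeast with toxic alpha-synuclein levels, exposed to compound for 24 hr at 30 deg C. Cell growth, read with BacTiter-Glo luminescence, gave the measured signal.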
# PTHR1 ag: activates the human parathyroid hormone receptor PTHR1 | HEK293 GP2 PTHR1 cells, GloSensor cAMP luminescence, 1 h | Potency, µM (series often up to 115 µM), inactives show at the highest dose activation, most hits filed as activators | AID 743266 | 410,000 compounds, 0.075% hits | Q03431; further: potency means the concentration at half of the fitted maximal effect; nearly all actives have a fitted effect of over 55% in size; some results filed as inactive show a strong effect at the top dose; inactives centre near -15; many of its hits are not listed in these tables
# Target sequence (Q03431 whole entry, looked up): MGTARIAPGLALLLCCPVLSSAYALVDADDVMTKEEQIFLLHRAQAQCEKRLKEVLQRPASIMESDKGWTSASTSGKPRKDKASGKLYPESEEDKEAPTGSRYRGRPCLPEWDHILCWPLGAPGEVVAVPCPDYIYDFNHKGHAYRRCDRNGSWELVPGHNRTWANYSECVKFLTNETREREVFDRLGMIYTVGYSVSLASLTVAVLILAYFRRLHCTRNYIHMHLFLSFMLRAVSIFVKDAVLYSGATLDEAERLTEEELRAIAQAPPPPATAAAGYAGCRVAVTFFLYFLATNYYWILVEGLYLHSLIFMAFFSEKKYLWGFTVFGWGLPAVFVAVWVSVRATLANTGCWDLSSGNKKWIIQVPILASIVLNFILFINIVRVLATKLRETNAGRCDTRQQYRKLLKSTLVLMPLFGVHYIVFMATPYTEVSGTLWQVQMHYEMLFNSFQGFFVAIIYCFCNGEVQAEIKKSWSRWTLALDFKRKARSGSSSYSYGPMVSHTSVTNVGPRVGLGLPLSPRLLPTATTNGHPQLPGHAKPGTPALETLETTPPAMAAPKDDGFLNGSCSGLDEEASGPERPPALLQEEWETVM
#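 HEK-293-derived GP2 cells expressing PTHR1 and a GloSensor cAMP reporter, 3,000/well, plated overnight, given luciferin plus IBMX (each 0.5 mM as added) for 1 h at 37 °C, then compound for 1 h at 37 °C. Luminescence was read after 15 min at room temperature.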
# GLP-1R agonist: agonists of human GLP-1 receptor. HEK293 GLP-1R CRE-luciferase, luminescence, 4-6 h; cells express a hypersensitive GLP-1R form. 380,000 compounds, 0.007% hits. Potency, µM (doses to about 45.6 µM), for the others: top-dose activation, most hits filed as activators. AID 624172. P43220; further: potency means the concentration at half of the fitted maximal effect; % of control where 0% means no effect
# GLP1R cytotox: cytotoxic in the GLP-1 receptor inverse agonist counter-screen | HEK293 cAMP-luciferase reporter cells, luminescence, 24 h | Potency, µM (top dose mostly 38.3 µM), without a hit: top-dose activity change, negative = inhibition, usual class: inhibitors | 410,000 compounds, 0.13% hits;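 further: loss of luciferase light is scored as toxicity; potency means the concentration at half of the fitted maximal effect; on the % scale 0 is the no-effect control and ±100 the full control effect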
#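 Compound-treated cells are incubated 24 hr at 37 deg C under 5% CO2 after a 12 hour attachment period, then luciferase detection reagent is added and luminescence is measured following 12 min at room temperature; lowered signal indicates toxicity.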
# KB-V1 MDR tox: KB-V1 MDR subline cytotoxicity | KB-V1 MDR cells viability, CellTiter-Glo, 72 h | 400,000 compounds, 3.4% hits | Potency, µM (top dose mostly 46.1 µM), for inactives: at the highest dose activity change, negative = cytotoxicity, usual class: cytotoxic; further: potency means the concentration at half of the fitted maximal effect; on the % scale 0 is the no-effect control and ±100 the full control effect; nearly all actives have a fitted effect of over 60% in size
#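 Readout: CellTiter-Glo luminescence, 10 min after addition. Cells: KB-V1 MDR subline, 72 h at 37 degrees C with compound. Analysis: corrected, normalized data fitted to concentration-effect curves.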
# Active calls of the source: *; i = inactive; ? = inconclusive; . = no result given; [ ] = remark or other dose. Unless noted, the call rests on the fitted dose curve; in most records, active means well fitted curve in the direction sought with a large enough effect; inconclusive means small, poorly fitted or top-dose-only effect, or another doubt; inactive means no such curve, though single readings can be large; an effect the other way counts as inactive or inconclusive. An excerpt; rates above refer to the full screens.
compound	D3 antag	GLP-1R inv ag	TDP43 rescue	DRD3 agonist	aSyn rescue	PTHR1 ag	GLP-1R agonist	GLP1R cytotox	KB-V1 MDR tox
Cc1ccc(-c2noc(CCCC(=O)NCc3ccco3)n2)cc1	.	-17%	8%	-3	.	i	.	-4%	.
CCC(=O)Nc1sc(C(=O)Nc2ccccc2F)c(C)c1C(=O)OC	18	22%	-26%	3	10%	i	12%	5%	-16%
CC(=O)N1N=C(c2ccncc2)OC12CCCCC2	18	1%	2%	1	2%	i	4%	-2%	-4%
CN(C)C=Nc1c(C(=O)c2ccccc2)sc2nccc(N(C)C)c12	-22	-24%	-2%	-12	17%	i	5%	-24%	-13%
CCCCCCC(=O)N/N=C/Cc1ccccc1	3	3%	12%	-3	3%	i	-2%	47%[activator]	23%
Cc1ccc(CNC(=O)c2ccc(NC(=O)CCS(=O)(=O)c3cccs3)cc2)cc1	-11	-1%	7%	0	-2%	-13%	-1%	2%	-1%
CCOc1ccc(-n2c(C)nc3cc(C(=O)NCc4ccco4)ccc32)cc1	2	?	-14%	-4	-3%	-26%	4%	-4%	0%
CCN(CC)C(=O)C(=O)c1cccn1-c1cccc(OC)c1C#N	-4	-4%	5%	7	-4%	i	5%	-4%	5%
CCOc1ccc(CNC(=O)C(C)n2ccc3cc(S(=O)(=O)N4CCCC4)ccc32)cc1 (stereo not drawn)	-7	?	-3%	-5	-6%	-12%	-5%	-1%	-9%
C[C@@H]1CN([C@@H](C)CO)C(=O)CCCn2nncc2CO[C@@H]1CN(C)C(=O)OCc1ccccc1	-13	11%	11%	2	-2%	-5%	-2%	-1%	5%
COC(=O)[C@H](CCSC)NC(=O)NCCc1ccc(F)cc1	10	-9%	0%	5	1%	-3%[57.5 µM]	-14%	-12%	1%
CCN1C(=O)c2ccc(C(=O)Nc3nccs3)cc2C1=O	-15	-20%	-14%	-6	-2%	-36%[inhibitor]	-7%	-4%	23%

# Brought forward from above: two entries, followed by the next part.
compound	D3 antag	GLP-1R inv ag	TDP43 rescue	DRD3 agonist	aSyn rescue	PTHR1 ag	GLP-1R agonist	GLP1R cytotox	KB-V1 MDR tox
COC(=O)[C@H](CCSC)NC(=O)NCCc1ccc(F)cc1	10	-9%	0%	5	1%	-3%[57.5 µM]	-14%	-12%	1%
CCN1C(=O)c2ccc(C(=O)Nc3nccs3)cc2C1=O	-15	-20%	-14%	-6	-2%	-36%[inhibitor]	-7%	-4%	23%
N=c1c(C(=O)NC2CCCC2)cc2c(=O)n3ccccc3nc2n1CCCN1CCOCC1	-1	3%	-21%	-14	2%	-24%	0%	35%[activator]	-10%
CCN(Cc1nc2cc(Cl)ccc2c(=O)[nH]1)C(=O)C1CC(=O)N(c2cccc3ccccc23)C1 (stereo not drawn)	-5	-26%	-6%	2	2%	-2%	3%	-15%	-21%
CSc1ccc(/C=C(\NC(=O)c2ccc(C)cc2)C(=O)NN)cc1	-24	-2%	13%	4	0%	-15%	1%	-11%	11%
Cc1nc(SC(C(=O)c2ccccc2)c2ccccc2)nc2ccccc12 (stereo not drawn)	1	24%	22%	3	8%	i	-7%	-4%	-22%
NC(=O)c1cc([N+](=O)[O-])ccc1N1CCCCC1	1	3%	14%	2	-8%	-8%	-5%	-25%	9%
COc1ccc(N2C(=S)NC(C)(C)CC2(C)c2ccc(OC(C)=O)cc2OC(C)=O)cc1 (stereo not drawn)	-4	14%	2%	-7	-2%	i	0%	1%	1%
CC(=O)c1sc(Nc2ccc3c(c2)OCO3)nc1C	-7	45%[activator]	13µM*	5	30%	-3%	?	9%	?
C/C(N)=C(/C#N)C(=O)CSc1cc(C)c2ccccc2n1	-5	-10%	6%	2	4%	i	0%	-5%	2%
c1ccc(-c2ccc3cnccc3n2)cc1	22	14%	29%	5	-4%	-22%	-3%	1%	0%
COc1ccc(/C=C2/CCc3ccccc3C2=O)cc1OC	-3	5%	?	5	10%	-25%	3%	-11%	?
COc1ccc(CNC2CCCCC2)cc1	3	9%	-20%	-17	1%	-14%[57.5 µM]	-7%	3%	16%
CCN(c1ccccc1)S(=O)(=O)c1c(-c2ccc(C)cc2)csc1C(=O)OC	.	?	-1%	-2	-14%	i	.	1%	.
COc1cc(/C=C2/SC(=S)N(Cc3ccccc3)C2=O)ccc1O	-61*	?	21%	-19	-13%	i	13%	?	-16%
COc1cccc(/C=N/NC(=O)CCn2nnc3ccccc32)c1	-7	46%[activator]	12%	4	4%	i	10%	-5%	3%
CC(C)OC(=O)CSc1nnc(C2CCCCC2)n1N	10	17%	13%	2	3%	i	0%	-23%	16%
COC(=O)c1c(-c2ccc(Br)cc2)noc1N	10	4%	20µM*	-6	-3%	i	3%	-7%	-26%
COc1cc(Cl)ccc1OCc1cc(C(=O)N(C)Cc2cn(C)nc2C)no1	-5	59%[activator]	4%	1	1%	-39%[inhibitor]	4%	1%	?
COc1ccc(NC(=O)Nc2ccc3c(c2)N(C)C(=O)CS3)cc1Cl	3	?	2%	4	-4%	-54%[inhibitor]	1%	-18%	?
Cc1c(C(=O)NC2CCCc3ccccc32)cccc1[N+](=O)[O-] (stereo not drawn)	4	3%	4%	3	0%	i	10%	4%	?
O=C(CSc1nnc(-c2ccccc2)c(-c2ccccc2)n1)NC1CCS(=O)(=O)C1 (stereo not drawn)	8	2%	7%	7	-4%	-4%	5%	12%	-16%
CC(C)CN(c1ccccc1)S(=O)(=O)c1nnc(NC(=O)C(C)C)s1	29	-18%	23%	-3	-3%	0%	0%	-2%	1%
Cc1nnc(SCC(=O)NCc2ccc3c(c2)OCO3)n1C	-4	22%	-29%[0.397 µM]	2	-3%	i	8%	5%	22%
CCN=C1SC(C(=O)Nc2cccc(C)c2)CC(=O)N1CC (stereo not drawn)	-2	-12%	-2%	-4	7%	i	0%	-1%	-5%
CC(=O)Nc1ccc(C(=O)OCc2ccc(Cl)c(Cl)c2)cc1	9	-16%	3%	1	-13%	i	6%	-17%	11%
CSc1nnc(-c2cccn(Cc3cccc(Cl)c3)c2=O)o1	8	12%	22%	5	8%	-7%	-5%	-14%	-22%
COc1ccc(C)cc1-n1nnnc1SC(C)C(=O)NC1CCCC1 (stereo not drawn)	-4	-28%	9%	-4	12%	-2%	6%	?	-15%
Cc1nn(-c2cccc(Cl)c2)c2nc(C(F)(F)F)[nH]c(=O)c12	34	?	0%	6	-11%	-4%	-2%	-22%	-2%
Cc1[nH]c2ccccc2c1SCC(=O)O	0	1%	-2%	0	-12%	-2%[57.5 µM]	-14%	-1%	?
Cc1ccc(C)c(S(=O)(=O)Nc2ccc(C(=O)N3CCOCC3)cc2)c1	-51*	1%	-18%	-2	-8%	-10%	-5%	6%	0%
NC(=O)C1CCN(CCS(=O)(=O)c2ccc(Cl)cc2)CC1	11	-12%	9%	3	-3%	i	7%	-12%	8%
NC(=O)[C@@H]1CCCCNc2c(F)cc([N+](=O)[O-])cc2C(=O)N[C@@H](CCCN=C(N)N)C(=O)NCC(=O)N1	0	26%	-17%	-15	2%	4%	-1%	?	5%
CN(CC(=O)Nc1ccccc1C(F)(F)F)C(=O)c1ccccc1Sc1ccccc1C#N	-11	?	19%	-2	4%[1.84 µM]	-12%	13%	-18%	?
Cc1c(NC(=O)OCCNC(=O)Nc2ccccc2)sc(=S)n1C	?	9%	2%	-3	-7%	-3%[57.5 µM]	10%	0%	20%
Cc1ccc(S(=O)(=O)Nc2nc3n(n2)C(c2ccc(Cl)cc2)C=C(c2ccccc2)N3)cc1 (stereo not drawn)	.	-10%	0%[9.22 µM]	15	.	-19%	.	347%[activator]	-15%
CCCCCOc1ccc(Cl)cc1CN1CCOCC1	-21	-19%	-17%	-3	13%	i	3%	6%	?
O=C(/C=C/c1ccc(F)cc1)NCc1ccco1	-10	18%	?	-9	-5%	i	1%	-14%	16%
Cc1sc2ncn(CC(=O)NCCN3CCOCC3)c(=O)c2c1S(=O)(=O)N1CCC(C)CC1	-14	5%	-10%	5	3%	i	-4%	?	-10%
O=C(Nc1ccc(Oc2ccccc2)cc1)C1CCCO1 (stereo not drawn)	-79*	-9%	16%	-4	3%	-8%[57.5 µM]	1%	1%	-5%
COc1ccccc1CNC(=O)C1Cc2cc(S(=O)(=O)N3CCCCC3)ccc2N1C(C)=O (stereo not drawn)	-14	4%	-7%	4	0%	24%	-1%	14%	1%
COc1cccc(N2C(=O)C3C(C2=O)C3(c2ccccc2)c2ccccc2)c1 (stereo not drawn)	-25	?	28%	7	7%	-26%	3%	15%	?
Cc1ccccc1OCc1nnc2c3cnn(C)c3ncn12	9	21%	-2%	-1	4%	-18%	0%	8%	-2%
COc1ccc(C(=O)NCc2ccc(C(=O)O)o2)cc1	-6	10%	-7%	-4	-7%	-12%	0%	5%	-37%
Cc1ccc(C)c(NC(=O)Cn2ncc3c(C)n(Cc4ccc(F)cc4)c(C)c3c2=O)c1	.	0%	21%	0	.	-4%	.	-12%	-10%
Cc1cc(NC(=O)CSCC(=O)OCC(=O)Nc2cc(C)c(C)cc2[N+](=O)[O-])no1	-10	6%	-10%	-16	-1%	-17%	2%	-5%	-8%
CCN1CCN(C(=O)c2ccc(C)c(S(=O)(=O)Nc3cccc(C)c3)c2)CC1	?	-16%	-1%	-25	-2%	i	3%	2%	0%
CCCS(=O)(=O)N1CCN(C(=O)COc2ccc(-c3ccccc3)cc2)CC1	2	-25%	?	1	-12%	-4%[57.5 µM]	3%	7%	-17%
